Compound activity as filed in PubChem BioAssay.
Pin1 inhibitor: blocks the human prolyl isomerase Pin1; Pin1 FP peptide displacement, HiFluor488, 10 min; 0.009% of 390,000 active; Potency, µM (titrated, usually from 115 µM), for the others: at the highest dose activity, negative = inhibition, actives largely listed as inhibitors; AID 504891; Q13526; active = well fitted inhibition curve with a large enough effect in the polarisation, with a control signal flat, not every such curve was filed as active; inconclusive = small, poorly fitted or top-dose-only effect, or effect the other way, or a change in a side signal; inactive = no such curve, though single readings can be large or run the other way; the % refers to the polarisation; note: potency is the fitted concentration of half-maximal effect; % is set by controls: 0 for no effect and ±100 for the full control effect
GLS inhibitor: glutaminase GLS (human) inhibition; 0.21% of 410,000 active; GLS enzymatic activity, qHTS titration; Potency, µM (series often up to 45.5 µM), without a hit: at the top dose activity change, negative = inhibition, actives largely listed as inhibitors; AID 624170; O94925; note: potency is the fitted concentration of half-maximal effect; % is set by controls: 0 for no effect and ±100 for the full control effect
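hKGA; 45 mM KH2PO4 pH 8.2 + 0.02% Tween-20; cpd via pin tool; 1 mM Gln soln; GluOx/HRP/Amplex Red; RT 30 min; fluor. t0 & final.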
PI4K2A block: inhibitors of human PI4K2A. AID 1346378. activity change, negative = inhibition, % at 76.9 µM. Q9BTU6. purified PI4K2A, ADP-Glo luminescence, 1 h; active compounds read low. 0.13% of 420,000 active; in the data active = activity change below about -50%; inconclusive = mostly about -30% to -49%;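 note: -100% = wells without enzyme as full effect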
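PI4K2A activity was measured by ADP-Glo luminescence: enzyme (4 ug/mL stock) and phosphatidylinositol (1.2 mM stock) in Tris pH 7.5/MgCl2/EGTA/Triton X-100 buffer were reacted with ATP (300 microM stock) for one hour at ambient temperature.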
PGK inhibitor: T. brucei PGK inhibition. P07378. PGK/GAPDH coupled, Kinase-Glo luminescence, 60 min. Potency, µM (doses to about 57.5 µM), inactives show at the highest dose activity change, negative = inhibition, most hits filed as inhibitors. 0.043% of 380,000 active. AID 602233; note: potency is the fitted concentration of half-maximal effect; % is set by controls: 0 for no effect and ±100 for the full control effect; nearly all actives have a fitted effect of over 60% in size
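Recombinant glycosomal PGK reaction used 1,3-bisphosphoglycerate generated in-well by GAPDH (100nM final) in 100mM TEA pH 7.6, 5mM MgCl2, 0.01% Tween-20. After 60 minutes at room temperature, ATP was read by Kinase-Glo Plus luminescence end-point.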
HP1b chromo inh: HP1-beta chromodomain-methylated histone interaction inhibition. P83916. AlphaScreen HP1-beta / biotin-H3K9me3 peptide binding. Potency, µM (titrated, usually from 114 µM), for the others: top-dose activity change, negative = inhibition, usual class: inhibitors. 0.56% of 390,000 active. AID 540317; note: potency is the fitted concentration of half-maximal effect; nearly all actives have a fitted effect of over 70% in size; inactives centre near 23
Target sequence (P83916 whole entry, looked up): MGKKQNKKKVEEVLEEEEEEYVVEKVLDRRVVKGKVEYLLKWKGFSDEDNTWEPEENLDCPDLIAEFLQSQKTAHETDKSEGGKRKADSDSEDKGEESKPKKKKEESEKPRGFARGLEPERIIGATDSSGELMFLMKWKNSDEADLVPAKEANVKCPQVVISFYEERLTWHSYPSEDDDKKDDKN
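HP1-beta protein (50 nM final) preincubated 30 min at room temperature with biotinylated H3(1-18)K9me3 peptide (50 nM) in PBS pH 7.4, 0.01% Tween-20, then compound added for 30 min. AlphaScreen streptavidin donor/nickel chelate acceptor beads (10 ug/mL final), 30 min dark, luminescence read.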
TrxR1 substrate: substrates of rat thioredoxin reductase 1; O89049; purified TrxR1 substrate turnover, NADPH consumption readout; Potency, µM (titrated, usually from 114 µM), for inactives: top-dose activity change, negative = substrate turnover; 0.01% of 390,000 active; note: potency is the fitted concentration of half-maximal effect; % is set by controls: 0 for no effect and ±100 for the full control effect; nearly all actives have a fitted effect of over 50% in size
Target sequence (O89049 whole entry, looked up): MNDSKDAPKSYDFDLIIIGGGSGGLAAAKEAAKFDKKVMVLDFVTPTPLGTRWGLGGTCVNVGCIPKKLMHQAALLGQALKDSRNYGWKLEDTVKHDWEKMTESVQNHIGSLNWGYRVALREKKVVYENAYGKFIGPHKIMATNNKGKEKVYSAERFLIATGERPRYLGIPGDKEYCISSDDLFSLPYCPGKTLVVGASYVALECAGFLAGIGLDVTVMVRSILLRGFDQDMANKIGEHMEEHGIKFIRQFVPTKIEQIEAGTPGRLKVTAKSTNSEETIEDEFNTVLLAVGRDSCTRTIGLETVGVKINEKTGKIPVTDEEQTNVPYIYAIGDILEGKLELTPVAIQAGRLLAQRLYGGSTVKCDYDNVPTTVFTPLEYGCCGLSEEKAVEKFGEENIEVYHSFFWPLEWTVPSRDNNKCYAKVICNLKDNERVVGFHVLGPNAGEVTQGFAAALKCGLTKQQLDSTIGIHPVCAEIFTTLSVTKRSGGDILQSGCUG
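Rat TrxR1, dispensed at 90 nM, was prereduced with 400 uM NADPH (final) for 5 min at ~22 deg C, then incubated with compound 15 min before 400 uM selenite. A first-read NADPH fluorescence drop versus no-compound background flagged substrates.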
IDH1 R132H inh: human IDH1 R132H inhibition. 0.093% of 390,000 active. IDH1-R132H enzyme, NADPH consumption, diaphorase/resazurin fluorescence. Potency, µM (doses to about 76.6 µM), for the others: at the top dose activity change, negative = inhibition, hits mostly inhibitors. AID 602179; note: potency is the fitted concentration of half-maximal effect; % is set by controls: 0 for no effect and ±100 for the full control effect; nearly all actives have a fitted effect of over 65% in size
Target sequence (O75874 whole entry R132H, stated change not applied): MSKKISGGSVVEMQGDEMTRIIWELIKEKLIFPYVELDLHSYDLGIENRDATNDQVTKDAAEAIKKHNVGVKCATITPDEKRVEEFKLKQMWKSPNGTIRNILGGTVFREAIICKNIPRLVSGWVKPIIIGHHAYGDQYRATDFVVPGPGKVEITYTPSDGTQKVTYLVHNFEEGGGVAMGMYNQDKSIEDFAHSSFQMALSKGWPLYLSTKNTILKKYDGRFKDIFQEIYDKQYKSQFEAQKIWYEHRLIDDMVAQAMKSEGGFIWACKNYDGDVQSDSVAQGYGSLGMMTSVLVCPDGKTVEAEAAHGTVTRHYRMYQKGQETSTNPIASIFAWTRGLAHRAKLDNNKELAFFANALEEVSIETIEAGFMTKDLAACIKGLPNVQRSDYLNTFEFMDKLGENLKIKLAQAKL
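IDH1-R132H (0.5 ug/mL dispensed) in pH 7.5 Tris buffer was preincubated 30 min with compound, then given a substrate mix of 0.016 mM NADPH and 2 mM alpha-KG for 80 min at room temperature; remaining NADPH was read by diaphorase/resazurin fluorescence.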
USP1 inh: USP1/UAF1 (human) deubiquitinase inhibition; O94782; recombinant USP1/UAF1, Ub-Rhodamine cleavage fluorescence; Potency, µM (top dose mostly 57.1 µM), inactives show top-dose activity change, negative = inhibition, hits mostly inhibitors; 0.23% of 390,000 active; note: potency is the fitted concentration of half-maximal effect; % is set by controls: 0 for no effect and ±100 for the full control effect; nearly all actives have a fitted effect of over 60% in size; inactives centre near -12
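High-throughput fluorogenic screen: 1nM USP1/UAF1 complex, Ub-Rho substrate 150nM final, 50mM HEPES pH 7.8 with 0.5mM EDTA, 0.1 mg/ml BSA, 1mM TCEP and 0.01% Tween-20.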
rTrxR1 inhibitor: inhibitors of rat thioredoxin reductase 1; Potency, µM (series often up to 114 µM), inactives show top-dose activity change, negative = inhibition, most hits filed as inhibitors; recombinant rTrxR1, NADPH fluorescence consumption, selenite substrate; 1% of 390,000 active; O89049; note: potency is the fitted concentration of half-maximal effect; % is set by controls: 0 for no effect and ±100 for the full control effect; nearly all actives have a fitted effect of over 65% in size
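Rat TrxR1 (90 nM in the dispensed reagent) was pre-reduced with 400 uM NADPH for 5 min at room temperature, then incubated with compound for 15 min. After 400 uM selenite was added, NADPH fluorescence (Ex 340/Em 450 nm) was followed for 8 min.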
Starred values were filed as active, the others as inactive; i = inactive; ? = inconclusive; / = not tested or not shown; & = joins results of further samples; [ ] = remark or other dose. Unless noted, calls come from the whole dose curve; as a rule, active = well fitted curve in the direction sought with a large enough effect; inconclusive = small, poorly fitted or top-dose-only effect, or another doubt; inactive = no such curve, though single readings can be large; an effect the other way counts as inactive or inconclusive.

SMILES | Pin1 inhibitor | GLS inhibitor | PI4K2A block | PGK inhibitor | HP1b chromo inh | TrxR1 substrate | IDH1 R132H inh | USP1 inh | rTrxR1 inhibitor
O=S(=O)(NC1CCCC1)c1ccc(-n2cnnn2)cc1 | 2% | -1% | -1 | -5% | 27% | 3%[57.1 µM] | 3% | -8% | 18%[57.1 µM]
COc1cccc(CNS(=O)(=O)c2cc3c4c(c2)CCC(=O)N4CCC3)c1 | -5% | 10% | 0 | 0% | 8% | 0%[57.1 µM] | 0% | -1% | 9%[57.1 µM]
CN(C)Cc1c(C#N)c2ccccc2n1C | -4% | 0% | 1 | -3% | 35% | -3% | 9% | -3% | 0%
CCC(C)NC(=O)Cn1cc2c(n1)CCC(C)C2 (centres undefined) | -1% | 4% | -4 | i | 57%[activator] | 1%[57.1 µM] | 14% | -14% | 9%[57.1 µM]
CCCn1c(=O)c(C(=O)NNC(=O)c2cccc([N+](=O)[O-])c2)c(O)c2ccccc21 | -8% | 16% | -3 | -5% | 51%[activator] | 1% | 10% | -18% | 19%
COc1ccccc1N1CCN(C(=O)c2ccc(CS(=O)c3ccccc3C)o2)CC1 (centres undefined) | -4% | 5% | -7 | i | 23% | -2% | -4% | -8% | 12%
Cc1cccc(Oc2nc3ccccn3c(=O)c2/C=C(\C#N)c2nc3ccccc3s2)c1C | -22% | -21% | 1 | 8% | 56%[activator] | 7% | -6% | ? | 9%
CC(C(=O)O)c1ccc(CC2CCCC2=O)cc1 (centres undefined) | -3% | 6%&-2% | 0&-4&1 | 5% | 35% | ? | 3% | -29% | 16%[57.1 µM]
COc1ccc(Nc2cc(=O)oc3ccccc23)cc1 | 31%[activator] | 22% | 0 | -8% | 32% | 97%[activator] | -5% | 7% | 38%[activator]
Cc1ccc(-n2nc(-c3ccc(F)cc3)c3cnc4cc5c(cc4c32)OCO5)cc1C | 4% | 9% | 3 | -7% | 20% | 2% | 2% | -4% | 11%
C=CCNc1nc2c(c(=O)n(C)c(=O)n2C)n1CC | -4% | 2% | -3 | i | 27% | 3% | -1% | -32% | 9%
O=C(COc1ccccc1C(=O)O)Nc1cccc2ccccc12 | 0% | 11% | -2 | i | 22% | 0% | -10% | -17% | 6%
COc1ccc(NC(=O)Nc2cccc3c2O[C@H](CN(C)C(=O)Nc2c(C)noc2C)[C@@H](C)CN([C@H](C)CO)C3=O)cc1 | 0% | -7% | 5 | -6% | 37% | 0%[57.1 µM] | -6% | -15% | -15%[57.1 µM]
Cc1cccc(C)c1N1CCN(c2ccc3nnc(C(F)(F)F)n3n2)CC1 | -2% | 0% | -3 | -2% | 34%[activator] | -14%[57.1 µM] | 4% | -16% | -4%[57.1 µM]
O=C(Nc1ccccc1)c1nn(-c2ccccc2)c(=O)cc1C(F)(F)F | ? | -1% | 3 | -7% | 16% | -3% | 2% | -15% | 18%[57.1 µM]
CCN1CCN(Cc2ccc(NC(=O)c3ccc(C)c(NC(=O)c4cncc(-c5cccs5)c4)c3)cc2C(F)(F)F)CC1 | 3% | 3% | -3 | 2% | -21% | -2% | 3% | -26% | 9%
COc1ccc(CC(=O)Nc2cccc(C(=O)NN3C(=O)c4ccccc4C3=O)c2C)cc1 | 2% | 4% | 1 | -3% | 16% | -1% | -1% | 2% | 6%
COC(=O)COc1ccc(C(=O)OC)cc1 | -4% | 3% | 5 | 8% | 25% | 13%[57.1 µM] | 0% | -10% | 21%[57.1 µM]
CC(C)c1ccc(OCC(=O)NNC(=O)c2cnccn2)cc1 | -6% | 0% | -1 | -6% | 30% | -2%[57.1 µM] | 1% | 2% | 16%[57.1 µM]
COc1ccc(NC(=O)N2C3CCCC2CC(NC(=O)C2CC2)C3)cc1 (centres undefined) | -1% | -10% | -4 | -8% | 33% | 2%[57.1 µM] | 0% | -16% | 20%[57.1 µM]
Cc1cc(C(=O)Nc2cc(S(C)(=O)=O)ccc2Cl)no1 | -1% | -3% | -2 | -5% | 22% | 1% | -4% | -17% | 10%
S=C1Cc2ccccc2N1 | -2% | -4% | ? | ? | ? | ? | 37µM* | 28µM* | -65%[0.457 µM]
CCC(Sc1nnc(C)c(=O)[nH]1)C(=O)Nc1cccc2ccccc12 (centres undefined) | -7% | -11% | 0 | i | 24% | 11% | 7% | -20% | 28%
Cc1ccnc(NC(=S)NC(=O)c2ccco2)c1 | -1% | -12% | -7 | i | 31% | 1%[57.1 µM] | 3% | -5% | 15%[57.1 µM]
c1ccc(-c2cnc(SCCN3CCOCC3)n2CC2CCCO2)cc1 (centres undefined) | -3% | -1% | -3 | i | ? | 3% | 0% | -9% | 7%
CCOc1ccc2c(c1)C(C)=CC(C)(C)N2C(=O)Nc1ccccc1 | -14% | 49%[activator] | -22 | -5% | ? | 128%[activator] | 3% | -26% | -23%
COC(=O)c1ccc(-n2c(C)cc(C(=O)CCl)c2C)cc1 | 7% | -1% | 16 | -4% | 7% | -4% | -16% | -17% | ?
CC(C)(C)C(=O)Nc1ccccc1N1CCN(C(=O)c2ccc(Cl)cc2)CC1 | -5% | 5% | -6 | -9% | -1% | 6% | 0% | -10% | 12%
COc1ccc(C2=[N+]([O-])C(C)(C)N(O)C2(C)C)cc1 | -4% | 43%[activator] | 0 | -6% | 36% | 4% | 4% | -12% | 12%
Cc1ccccc1N1CCN(S(=O)(=O)C[C@]23CCC(CC2NC(=O)[C@@H](N)CCS(C)(=O)=O)C3(C)C)CC1 (some centres undefined) | -2% | 6% | 5 | -4% | 18% | 3% | 0% | -11% | 7%&-4%
CC(C)=CCc1c2c(c(O)c3c(=O)c4c(oc13)-c1cc(O)c(O)cc1OC4C=C(C)C)C=CC(C)(C)O2 (centres undefined) | 6% | 4% | -1 | 6% | ? | -6% | -5% | 7% | -5%
O=C1NC(c2ccc(Cl)cc2Cl)Oc2ccccc21 (centres undefined) | -6% | 5% | 9 | i | 15% | 2% | -8% | -8% | 19%
Cc1ccc(NC(=O)CN2C(=O)NC(C)(c3ccc4c(c3)OCO4)C2=O)cc1 (centres undefined) | -5% | -9% | -2 | -4% | 25% | 1% | 0% | -20% | 9%[57.1 µM]
O=C(NNC(=O)c1ccc(Cl)cc1Cl)c1cnccn1 | -3% | 8% | 0 | -3% | 47%[activator] | 2% | 3% | -15% | 9%
O=C(NCCN1CCOCC1)c1cc2sccc2n1Cc1ccc(F)cc1 | -2% | 6% | 2 | 0% | 5% | -5% | -7% | 4% | 18%
CCCOc1ccc(C(=O)Nc2ccc3oc(-c4ccc(N(C)C)cc4)nc3c2)cc1 | 0% | 1% | -3 | 6% | 20% | 26% | 18% | -10% | 26%

Just TrxR1 substrate, for some of the entries so far:
| canonical_smiles | TrxR1 substrate |
| --- | --- |
| CCCOc1ccc(C(=O)Nc2ccc3oc(-c4ccc(N(C)C)cc4)nc3c2)cc1 | 26% |
| COC(=O)c1ccc(-n2c(C)cc(C(=O)CCl)c2C)cc1 | -4% |

Later entries.
SMILES | Pin1 inhibitor | GLS inhibitor | PI4K2A block | PGK inhibitor | HP1b chromo inh | TrxR1 substrate | IDH1 R132H inh | USP1 inh | rTrxR1 inhibitor
CCOC(=O)C(=O)Nc1ccccc1C(=O)NC(C)C | -4% | -8% | -2 | -8% | 34% | 12% | 0% | -14% | 21%
CCOCCCNC(=S)N(CCCN(C)C)Cc1cc2cc3c(cc2[nH]c1=O)OCCO3 | 3% | -5% | -4 | 3% | 37% | 38%[activator] | 5% | -13% | -7%
O=C(Cn1cc(C(=O)c2ccco2)c2ccccc21)NC1CC1 | -3% | -2% | 4 | i | 27% | -15% | 18% | -19% | 3%[57.1 µM]
COc1ccccc1NC(=O)CCc1nnc2ccc(N3CCC4(CC3)OCCO4)nn12 | 1% | 0% | -5 | -6% | 22% | 9% | 4% | -13% | 41%[activator]
O=C(NC1CC(=O)N(c2ccc(F)cc2)C1)c1ccc2c(c1)OCO2 (centres undefined) | -11% | -5% | -1 | i | 7% | 2%[57.1 µM] | 2% | -16% | 19%[57.1 µM]
CCCn1c2ccccc2c2cnn(CC(=O)N(CCCOC(C)C)Cc3ccco3)c(=O)c21 | -1% | -2% | -2 | 10% | -5% | 2% | 4% | -17% | -2%
O=C(OCC(=O)N1CCCCCC1)c1ccc[nH]c1=O | 3% | -5% | -2 | -10% | 24% | 2% | 8% | -20% | 2%
Cc1cccc(-n2c(SCC(N)=O)nc3c(oc4ccccc43)c2=O)c1 | 2% | -10% | -1 | 10% | 49%[activator] | -4% | 0% | -20% | 4%
CS(=O)(=O)n1nc(-c2ccccc2)nc1N | -7% | -3% | 0 | -11% | / | -4% | -3% | -16% | 13%
COc1ccc(C(CC(=O)Nc2ccccn2)N2Cc3ccccc3C2=O)cc1OC (centres undefined) | 2%&-4% | -6%&2% | -3&3 | 1% | 28%&32% | -4%&0% | -8%&-7% | -11%&-13% | 10%&-6%
O=S(=O)(c1ccc(Cl)cc1)c1nc(-c2ccccc2)oc1N1CCN(c2ccccc2)CC1 | -3% | -2% | -1 | -1% | -14% | 15% | 0% | -5% | 29%
COc1cc(SC)ccc1C(=O)NCCOc1ccc(Cl)cc1 | 1% | -4% | 3 | -8% | 63%[activator] | -5% | 7% | -18% | -9%

Some of the compounds tested; the hit share may differ from the screen's.
